# Source: PubChem BioAssay (National Center for Advancing Translational Sciences (NCATS))
# BAZ2B block – inhibitors of human BAZ2B bromodomain; Q9UIF8; AlphaScreen BAZ2B-H3K14Ac peptide displacement; Potency, µM (titrated, usually from 114 µM), for the others: top-dose activity change, negative = inhibition, hits mostly inhibitors; 360,000 tested, 4.4% active; also: potency is read from the fitted curve at half-maximal effect; % is scaled to controls: 0 for no effect and ±100 for the full control effect; nearly all actives have a fitted effect of over 60% in size
#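 Protein-peptide AlphaScreen: BAZ2B 50 nM, b-H3K14Ac 50 nM, 1x PBS pH 7.4 + 0.01% Tween-20. Preincubation 30 min RT; cpd 30 min RT (top 110 uM); beads 20 min RT, light-protected.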
# GLS inh – glutaminase GLS (human) inhibition; GLS enzymatic activity, qHTS titration; Potency, µM (highest dose often 45.5 µM), without a hit: at the top dose activity change, negative = inhibition, most hits filed as inhibitors; O94925; 410,000 tested, 0.21% active; also: potency is read from the fitted curve at half-maximal effect; % is scaled to controls: 0 for no effect and ±100 for the full control effect
#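 hKGA in 45 mM KH2PO4 pH 8.2, 0.02% Tween-20 with pin-transferred compounds; 1 mM L-glutamine (stock) plus glutamate oxidase/HRP/Amplex Red coupling added. Fluorescence read initially and after 30 min at RT.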
# G9a inh – blocks human histone lysine methyltransferase G9a. AID 504332. Potency, µM (top dose mostly 102 µM), for inactives: top-dose activity, negative = inhibition, hits mostly inhibitors. G9a H3K9 monomethylation, AlphaScreen, 2 h. Q96KQ7. 350,000 tested, 8.8% active; also: potency is read from the fitted curve at half-maximal effect; % is scaled to controls: 0 for no effect and ±100 for the full control effect; nearly all actives have a fitted effect of over 75% in size
# Target sequence (Q96KQ7 913-1193 limits assumed): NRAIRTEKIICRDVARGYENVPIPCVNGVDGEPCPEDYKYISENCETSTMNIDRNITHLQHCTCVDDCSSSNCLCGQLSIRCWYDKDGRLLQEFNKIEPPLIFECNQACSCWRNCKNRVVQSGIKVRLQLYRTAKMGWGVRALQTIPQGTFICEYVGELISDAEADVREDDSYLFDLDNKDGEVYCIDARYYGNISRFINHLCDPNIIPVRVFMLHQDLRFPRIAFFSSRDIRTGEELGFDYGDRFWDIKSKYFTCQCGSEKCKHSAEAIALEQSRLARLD
#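 Compounds were preincubated with 20 nM G9a for 15 min, after which biotinylated H3K9 peptide (500 nM) and SAM (20 uM) started a 2 h room-temperature reaction. Monomethylated product was quantified by antibody-based AlphaScreen chemiluminescence.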
# JMJD2A Tudor inh – blocks the human JMJD2A Tudor domain. O75164. AlphaScreen JMJD2A-Tudor / H3K4me3 peptide binding. Potency, µM (series often up to 114 µM), for inactives: top-dose activity change, negative = inhibition, hits mostly inhibitors. 390,000 tested, 4.4% active; also: potency is read from the fitted curve at half-maximal effect; % is scaled to controls: 0 for no effect and ±100 for the full control effect; nearly all actives have a fitted effect of over 50% in size
# HP1b chromo inh – blocks HP1-beta chromodomain binding to methylated histone tails; 390,000 tested, 0.56% active; AlphaScreen HP1-beta / biotin-H3K9me3 peptide binding; AID 540317; P83916; Potency, µM (highest dose often 114 µM), for inactives: at the top dose activity change, negative = inhibition, actives largely listed as inhibitors; also: potency is read from the fitted curve at half-maximal effect; nearly all actives have a fitted effect of over 70% in size; inactives centre near 23
# Target sequence (P83916 whole entry, looked up): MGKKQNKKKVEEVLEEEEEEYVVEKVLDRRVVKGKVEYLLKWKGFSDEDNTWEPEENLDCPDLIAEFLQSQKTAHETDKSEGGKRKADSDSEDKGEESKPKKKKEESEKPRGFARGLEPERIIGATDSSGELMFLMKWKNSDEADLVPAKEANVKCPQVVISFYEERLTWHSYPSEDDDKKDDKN
#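 Compound inhibition of the preformed complex between 50 nM HP1-beta and 50 nM biotinylated H3K9me3 peptide was read by AlphaScreen. Buffer was PBS pH 7.4 with 0.01% Tween-20. Incubations ran 30 min at room temperature, with 10 ug/mL donor/acceptor beads.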
# PI4K2A block – blocks human PI4K2A kinase activity; Q9BTU6; 420,000 tested, 0.13% active; purified PI4K2A, ADP-Glo luminescence, 1 h; hits give low values; activity change, negative = inhibition, % at 76.9 µM; in the data active = activity change below about -50%; inconclusive = mostly about -30% to -49%;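 also: -100% = wells without enzyme as full effect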
# Target sequence (Q9BTU6 whole entry, looked up): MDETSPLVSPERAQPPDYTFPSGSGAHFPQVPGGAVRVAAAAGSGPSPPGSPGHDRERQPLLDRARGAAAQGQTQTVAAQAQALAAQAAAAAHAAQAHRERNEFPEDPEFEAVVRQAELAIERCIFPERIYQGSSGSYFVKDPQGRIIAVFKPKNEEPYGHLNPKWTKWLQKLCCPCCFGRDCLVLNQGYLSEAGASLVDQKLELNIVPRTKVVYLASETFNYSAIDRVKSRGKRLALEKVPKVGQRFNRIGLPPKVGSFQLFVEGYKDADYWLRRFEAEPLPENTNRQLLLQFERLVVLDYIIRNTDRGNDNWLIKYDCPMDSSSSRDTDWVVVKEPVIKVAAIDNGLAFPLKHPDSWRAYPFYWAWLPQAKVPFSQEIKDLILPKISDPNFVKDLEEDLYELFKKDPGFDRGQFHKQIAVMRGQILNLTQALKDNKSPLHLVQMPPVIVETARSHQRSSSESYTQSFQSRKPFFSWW
#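 In this quantitative HTS, ADP production by PI4K2A was quantified luminescently after 1 h at ambient temperature; 100 microM adenosine served as plate-quality control.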
# Pin1 inh – blocks the human prolyl isomerase Pin1; Pin1 FP peptide displacement, HiFluor488, 10 min; Potency, µM (highest dose often 115 µM), for inactives: at the highest dose activity, negative = inhibition, most hits filed as inhibitors; AID 504891; 390,000 tested, 0.009% active; Q13526; active = well fitted inhibition curve with a large enough effect in the polarisation, with a control signal flat, not every such curve was filed as active; inconclusive = small, poorly fitted or top-dose-only effect, or effect the other way, or a change in a side signal; inactive = no such curve, though single readings can be large or run the other way; the % refers to the polarisation; also: potency is read from the fitted curve at half-maximal effect; % is scaled to controls: 0 for no effect and ±100 for the full control effect
# PGK inhibitor – blocks T. brucei phosphoglycerate kinase; PGK/GAPDH coupled, Kinase-Glo luminescence, 60 min; Potency, µM (doses to about 57.5 µM), for inactives: top-dose activity change, negative = inhibition, most hits filed as inhibitors; 380,000 tested, 0.043% active; AID 602233; also: potency is read from the fitted curve at half-maximal effect; % is scaled to controls: 0 for no effect and ±100 for the full control effect; nearly all actives have a fitted effect of over 60% in size
#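 Recombinant glycosomal PGK reaction used 1,3-bisphosphoglycerate generated in-well by GAPDH (100nM final) in 100mM TEA pH 7.6, 5mM MgCl2, 0.01% Tween-20. After 60 minutes at room temperature, ATP was read by Kinase-Glo Plus luminescence end-point.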
# ERG-DNA inh – blocks human ERG Ets domain binding to DNA; P11308; fluorescence polarization, His-ERG Ets domain / labelled DNA; Potency, µM (doses to about 76.9 µM), inactives show at the highest dose FP activity, negative = inhibition, actives largely listed as inhibitors; 370,000 tested, 0.028% active; active = well fitted inhibition curve with a large enough effect in the polarisation, with a control signal flat; inconclusive = small, poorly fitted or top-dose-only effect, or effect the other way, or a change in a side signal; inactive = no such curve, though single readings can be large or run the other way; the % refers to the polarisation;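 also: polarization taken with two DNA probes labelled with fluorescein and Texas red; potency is read from the fitted curve at half-maximal effect; % of control where 0% means no effect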
#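 His-tagged ERG Ets domain (1 uM in the protein solution; 300mM KCl, 50mM Tris-HCl, 1mM EDTA, 1mM DTT, pH 7.5) received compound, then a probe mix of 5 nM fluorescein-DNA and 100nM Texas-615-DNA. Fluorescence polarization was read for both dyes.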
# Starred values were filed as active, the others as inactive; i = inactive; ? = inconclusive; . = not tested or not shown; & = joins results of further samples; [ ] = remark or other dose. Unless noted, calls follow the shape of the dose curve; as a rule, active = well fitted curve in the direction sought with a large enough effect; inconclusive = small, poorly fitted or top-dose-only effect, or another doubt; inactive = no such curve, though single readings can be large; an effect the other way counts as inactive or inconclusive. Outcome played no part in choosing rows; 11% or so of the library scored in one or more.
SMILES,BAZ2B block,GLS inh,G9a inh,JMJD2A Tudor inh,HP1b chromo inh,PI4K2A block,Pin1 inh,PGK inhibitor,ERG-DNA inh
COc1ccc(C(CCNCc2ccccc2)c2ccc(F)cc2)cc1 (centres undefined),-6%,0%,17%[59 µM],-6%,29%,5,4%,-2%,-4%
CCNC(=S)N1CCN(c2ccccc2OCC)CC1,0%,27%,12%[59 µM],-16%,33%,-6,1%,-3%,12%
Cc1cccc(-n2nnc(C(=O)NC3CCCc4ccccc43)c2N)c1 (centres undefined),-5%,-3%,16%,-12%,33%[activator],-1,?,-4%,9%
COc1ccc2c(c1)C(SCC(=O)NCc1ccccc1)CC(C)(C)O2 (centres undefined),-30%,7%,?,-17%,23%,1,6%,4%,17%
COc1ccc(S(=O)(=O)c2ccc(OC)cc2)cc1,8%,9%,-6%[59 µM],3%,27%,-5,0%,-10%,2%
Cc1csc(NC(=O)c2cc3c(s2)CCC3)n1,-8%,9%,-22%[59 µM],-2%,17%,-5,4%,-15%,3%
CCc1noc(C)c1C(=O)N(CC)c1nc2c(C)cccc2s1,50%[activator],-1%,11%[0.501 µM],71%[activator],144%[activator],-3,-7%,-1%,-6%
COCCCNC(=O)Cn1ncc2c(=O)oc3ccccc3c21,-6%,5%,-37%,-13%,18%,-4,-7%,4%,2%
Cc1ccc(C(=O)CSc2nnc(Cn3nnc4ccccc43)n2C)cc1,-19%,8%,?,-15%,9%,-1,9%,-3%,.
O=C(NCCCN1CCN(CCCNC(=O)c2ccc3c(c2)OCO3)CC1)c1ccc2c(c1)OCO2,10%,14%,13%[59 µM],-2%[57.1 µM],26%,2,-1%,4%,-1%
O=C(CN1CCN(Cc2ccc(Cl)cc2)C1=O)NCc1cccs1,-21%,-1%,-4%[59 µM],-14%,25%,6,-8%,i,5%
CCc1ccccc1NC(=O)c1nnn(CC(=O)Nc2ccccc2C)c1N,5%,-12%,25%[0.0925 µM],4%[11.4 µM],37%,-1,0%,-4%,-1%
CCCCCOC(=O)CSc1nc2c(c(=O)[nH]c(=O)n2C)n1Cc1ccc(Cl)cc1,3%,1%,40µM*,-15%,9%,-1,9%,-4%,-12%
COC(=O)CCc1c(C)[nH]c(=S)[nH]c1=O,0%,3%,?,-14%,16%,2,1%,-2%,-2%
COc1cc(-c2noc(-c3cc(C)[nH]n3)n2)cc(OC)c1OC,-12%,-1%,-2%[59 µM],-6%,44%[activator],-1,?,-3%,-1%
COc1ccc(SCCN2CC[C@@H](O)CCC2=O)cc1,8%,-1%,-7%[2.33 µM],-17%,37%,-1,-5%,i,0%
Cc1ccc2c(c1)N(C(=O)N1CCC(C(=O)NCc3ccco3)CC1)CC(C)O2 (centres undefined),-18%,-7%,-16%[59 µM],-8%,48%[activator],1,-4%,-1%,-1%
Cc1ccccc1-n1nc(CO)c(C(=O)NCCc2ccccc2)n1,3%,0%,10%[59 µM],-11%,32%,1,-4%,-1%,1%
CCOc1ccc(NS(=O)(=O)c2cc(C(=O)NCCCN3CCOCC3)ccc2C)cc1,13%,3%,-9%[12.7 µM],-9%,52%[activator],-3,1%,-3%,2%
COc1ccc2c(C)c(CCC(=O)NC3CC3)c(=O)oc2c1C,-6%,0%,?,-18%,0%,-1,-1%,i,7%
CCOc1ccc(-n2nc(CO)c(C(=O)NCC(c3ccccc3)c3ccccc3)n2)cc1,0%,6%,7%[59 µM],2%,27%,-4,-2%,2%,-1%
COc1ccc(OC)c(NC(=O)Cn2cc(C(=O)c3cccs3)c3ccccc32)c1,-17%[57.1 µM],-3%,-3%[59 µM],-23%,14%,-1,29%,2%,3%
CCOC(=O)C1CCC(CNCc2ccc(Cl)cc2)CC1 (centres undefined),7%,7%,28%[59 µM],-11%,14%,2,-6%,0%,.
CC(CNC(=O)c1csc2c1CCCCC2)c1ccccc1 (centres undefined),0%,2%,20%[59 µM],13%,68%[activator],-1,3%,-10%,1%
Cc1cccn2c(=O)cc(CSc3nnc(NC(=O)COc4ccccc4)s3)nc12,28µM*,3%,-27%[12.7 µM],56µM*,36%[57 µM],1,?,?,0%

# Going on with the list:
SMILES,BAZ2B block,GLS inh,G9a inh,JMJD2A Tudor inh,HP1b chromo inh,PI4K2A block,Pin1 inh,PGK inhibitor,ERG-DNA inh
CCC(=O)Nc1ccccc1Nc1cc(C#N)c(C#N)cc1[N+](=O)[O-],3%,9%,13%[59 µM],-5%,51%[activator],-6,-1%,16%,-10%
O=C(N/N=C/c1cc2c(cc1Br)OCO2)c1ccccn1,-31%,6%,1%,-28%,9%,-5,3%,-6%,-3%
CCCNCc1cc(OCC)c(OCC(=O)Nc2ccccc2)cc1Br,-6%,-1%,13%,-4%,44%[activator],0,-4%,4%,-3%
O=C(O)CN1C(=O)/C(=C/c2ccccc2Br)Oc2ccccc21,13%,-5%,12%,0%,39%,0,?,3%,-1%
O=C(OC1CCOC1=O)c1ccc(-c2nc3ccccc3s2)s1 (centres undefined),12%,-11%,-13%[2.33 µM],-3%,27%,-52*,23%,?,1%
COC(=O)CN(C(=S)Nc1ccc(F)cc1)C1CC(=O)N(c2ccc(OC)cc2)C1=O (centres undefined),4%,-8%,40µM*,-26%,1%,-5,1%,i,-1%
COC(=O)C1=C(C(=O)OC)[C@@H]2N(C)c3ccc(OC)cc3[C@@]23C[C@@H](C(=O)OC)N(C(=O)c2cccs2)C3=N1,50µM*,-8%,40µM*,?,?,-3,-6%,-7%,-6%
O=C(N1CCN(CCO)CC1)N1c2ccccc2CCc2ccccc21,-2%,-2%,20%[59 µM],-9%,30%,1,0%,-7%,8%
COc1cc(NC(=S)NCCN2CCOCC2)cc(OC)c1OC,-2%,24%,4%,10%,50%[activator],-4,-6%,-9%,2%
Cc1ccc(S(=O)(=O)Nc2cc(C(=O)O)ccc2N2CCCCC2)cc1,-5%,11%,-7%[12.7 µM],-16%,14%,3,-1%,0%,2%
O=C(O)CSc1nnc(CSc2nc3ccccc3s2)n1-c1ccccc1,-9%,0%,35µM*,2%,46%[activator],-8,-6%,-1%,8%
CN(CC(=O)Nc1ccc(Cl)c(C(F)(F)F)c1)C(=O)c1ccccc1SCC(=O)N1CCCC1,.,4%,.,-17%,40%[activator],3,?,10%,-5%
CCOC(=O)c1cnn(-c2ccccn2)c1N,5%,0%,-2%[59 µM],-8%,25%,-7,2%,0%,-1%
C#CCN1N=C(c2ccc(C)cc2)CSC1=O,.,2%,.,8%,35%,3,-1%,-1%,-19%
CCOc1cc(C(=O)NCCN2C(=O)S/C(=C\c3cccnc3)C2=O)cc(OCC)c1OCC,3%,0%,6%[59 µM],-14%,65%[activator],-2,-2%,.,-9%
COC(=O)c1c(S(N)(=O)=O)c2ccccc2n1C,21%,-4%,-1%[59 µM],-9%,32%,4,-2%,3%,4%
Cc1ccc(Cl)cc1N1CCN(S(=O)(=O)c2ccc3c(c2)CC(=O)N3C)CC1,-16%&-6%,-5%&-6%,-27%[59 µM],-7%&-31%,47%&-6%[activator],-2&3,26%&39%,-10%&-3%,-10%&-3%
CCC(NC(=O)C1CCCC1)c1ccc(C)cc1 (centres undefined),10%,-6%,32%,-5%,58%[activator],-4,-5%,-1%,-5%
CCc1cc2c(=O)oc(-c3ccc(F)cc3)nc2s1,?,0%,.,31%,43%[activator],2,1%,-10%,0%
Cc1ccc(-n2ncc3c(NCC4CCCO4)ncnc32)c(C)c1 (centres undefined),-1%,-8%,21%[12.7 µM],3%,25%,3,-22%,i,-2%
O=C(O)CC(Cc1ccccc1)(C(=O)O)c1ccccc1 (centres undefined),-3%,-9%,-18%,-1%,50%[activator],6,-3%,0%,-19%
CCCCc1nnc(NC(=O)C(C)Sc2nc(N)cc(=O)[nH]2)s1 (centres undefined),4%,-20%,?,-26%,14%,-8,0%,0%,-5%
NNC(=O)/C(=C\c1ccco1)NC(=O)c1ccco1,-8%,12%,-40%,-17%,19%,0,-1%,0%,-3%
CC1CCc2nn(CC(=O)N3CCN(C(=O)c4ccco4)CC3)cc2C1 (centres undefined),13%,0%,-40%[59 µM],-1%,48%[activator],-3,4%,7%,-4%
CC1CC(C)CN(CCCNC(=O)Cn2ncc3c(=O)oc4ccccc4c32)C1 (centres undefined),11%,-9%,3%,4%,45%[activator],4,3%,-9%,-1%
O=C1c2ccccc2C(=O)N1CCCCN(C(=O)c1cc([N+](=O)[O-])ccc1Cl)c1ccc(Cl)cc1,-11%,-2%,-22%,-23%,10%,1,10%,4%,2%
COc1cccc(N(CC(=O)Nc2cccnc2)S(C)(=O)=O)c1,-15%,-3%,2%,-9%,35%,5,-14%,-1%,-9%
COc1ccc(NC(=O)C2CCCN(S(C)(=O)=O)C2)cc1Cl (centres undefined),3%,-9%,.,-6%,40%[activator],-1,-1%,-3%,9%
CCOC(=O)/C=C1/SCC(=O)N1CCOc1cccc(Br)c1,.,-2%,.,39%[activator],88%[activator],0,7%,-5%,-2%
